# M1AAP inhibition: P. falciparum M1AAP inhibitors, biochemical, fluorogenic H-Leu-NHMec substrate, 1536-well (AID 1445) | 0.42% of 220,000 active | recombinant M1AAP, H-Leu-NHMec fluorogenic kinetic assay; higher % means a stronger effect | inhibition, % at 30 µM; hits with a dose series show IC50 in µM;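 active = primary inhibition above the hit cutoff, then over 50% inhibition at one or more dose response concentrations, cut at about 23% in these data, passing the limit was not always enough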;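 note: plate controls were DMSO full reaction for no effect and no enzyme background for full effect; strong numbers were not always called active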
# Yfh1-depleted yeast: enhancers of respiration in Yfh1-depleted yeast, dose response, Friedreich's ataxia, plus single-dose screen (AID 1465); 0.074% of 220,000 active; fold induction at 50 µM, or EC50 in µM where a hit was titrated; S. cerevisiae Yfh1-off respiration, WST-1 reduction, 72 h; higher fold induction means a stronger effect;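 active = fold induction of absorbance versus untreated yeast above a set limit, then at least 30% activation at any dose in follow-up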;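 note: activators that raise dye reduction in frataxin-depleted yeast; strong numbers were not always called active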
# Siah-1 displacement: blockers of Siah-1 interaction with plectin peptide – biochemical, fluorescence polarization, rhodamine-plectin, uHTS, primary screen (AID 1817); Siah-1 / rhodamine-plectin peptide fluorescence polarization; higher % means a stronger effect; displacement, % at 20 µM; hits with a dose series show IC50 in µM; 0.02% of 290,000 active;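 active = displacement of at least 50% at 20 µM, with a fluorescence ratio check between 0.3 and a set limit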;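 note: plate controls were Siah plus tracer with DMSO for no effect and tracer alone without Siah for full effect; strong numbers were not always called active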
# PhoP inhibition: inhibitors of PhoP regulon expression, primary screen, Salmonella Typhimurium, GFP reporter (AID 1863); S. Typhimurium PhoP-regulated promoter GFP reporter, 4 h; higher % means a stronger effect; inhibition, % at 50 µM; hits with a dose series show IC50 in µM; 0.16% of 300,000 active;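 active = inhibition over 29.93%, a cutoff 3 SD above the screen mean, later confirmed by dose response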;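 note: 0% = low Mg2+ inducing control and 100% = high Mg2+ repressing control; strong numbers were not always called active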
# XIAP antagonists: XIAP antagonists, biochemical, IAP family, fluorescence polarization (AID 1018); 0.007% of 200,000 active; displacement, % at 20 µM; hits with a dose series show IC50 in µM; XIAP BIR domain, fluorescence polarization peptide displacement; higher % means a stronger effect; in the data active = displacement above about 50%; note: a part of the inactive calls stands beside numbers as strong as those of hits
# CSM14.1 death rescue: protection against thapsigargin-triggered cell killing – 384-well, CSM14.1, ATP luminescence, primary screen (AID 1222); CSM14.1 thapsigargin-induced death rescue, ATP luminescence; higher % means a stronger effect; one-dose cellular ATP content (survival), % at 20 µM; EC50 in µM for titrated hits; 190,000 tested, under 10 active;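 active = EC50 below 50 µM in the dose-response confirmation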;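 note: death triggered by thapsigargin at about 15 µM added after 2 h compound pretreatment; cell ATP read after overnight thapsigargin exposure of roughly 18 to 22 hours; normalized against plate controls of thapsigargin alone and 5% DMSO vehicle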
# human PMI inhibitors: MPI inhibition at elevated mannose 6-phosphate – biochemical, fluorescence intensity, high mannose 6-phosphate, primary screen (AID 1220) | inhibition, % at 20 µM; hits with a dose series show IC50 in µM | 0.66% of 190,000 active | recombinant PMI enzyme, coupled fluorescence intensity; higher % means a stronger effect; in the data active = inhibition above about 50%
# P. falciparum M17LAP: P. falciparum M17LAP inhibitors, primary screen, biochemical, fluorogenic H-Leu-NHMec substrate, 1536-well (AID 1619); 0.38% of 220,000 active; one-dose inhibition, % at 30 µM; IC50 in µM for titrated hits; recombinant M17LAP, H-Leu-NHMec fluorogenic kinetic assay; higher % means a stronger effect;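 active = compound inhibiting the enzyme by more than half at any dose during confirmatory dose-response retesting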;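 note: plate controls were full reaction with DMSO carrier for no effect and no enzyme background for full effect; strong numbers were not always called active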
# West Nile antiviral: inhibition of WNV-induced cytopathic effect – cell-based, CPE readout (AID 1621). West Nile virus-infected cells, CPE inhibition; higher % means a stronger effect. CPE inhibition, % at 10 µM; hits with a dose series show IC50 in µM. 0.02% of 290,000 active; in the data active = a potency from the dose series; note: strong numbers were not always called active
# Starred values were filed as active, the others as inactive; i = inactive; . = no result given.
No.	smiles	M1AAP inhibition	Yfh1-depleted yeast	Siah-1 displacement	PhoP inhibition	XIAP antagonists	CSM14.1 death rescue	human PMI inhibitors	P. falciparum M17LAP	West Nile antiviral
1	CNC(=O)CSc1nc2c(c(=O)n(C)c(=O)n2C)n1Cc1ccc(C)cc1	-2%	i	-5%	-6%	-1.2%	-1.2%	7%	1%	0.1%
2	Cn1nnc2cc(NC(=O)N3CCN(c4ccccn4)CC3)ccc21	3%	i	0%	-1%	-3.3%	-2.9%	7%	-3%	0.7%
3	O=C(NCc1cccs1)c1cccnc1SCCS(=O)(=O)c1ccc(C(F)(F)F)cn1	6%	i	-5%	-9%	.	.	.	17%	-0.6%
4	CC(/C=C/C1(O)C(C)CC(=O)CC1(C)C)OC1OC(CO)C(O)C(O)C1O (stereo unspecified)	1%	i	-5%	-3%	-3.6%	-2.3%	4%	7%	-0.2%
5	CNC(=O)/C(C#N)=C/c1cn(CC(=O)OC)c2ccccc12	5%	i	13%	-12%	.	.	.	7%	0.2%
6	COC(=O)C(C)(C)ONC(=O)Nc1ccc([N+](=O)[O-])cc1	5%	i	-3%	-7%	-3.0%	-0.7%	-14%	7%	0.2%
7	CCNc1nc(Oc2ccc(C(=O)OCC)cc2)nc(SC)n1	-6%	i	7%	-2%	-2.2%	0.5%	-1%	1%	-0.2%
8	COC(=O)c1ccc(/C=C/C(=O)c2cccc(OC)c2)cc1	2%	i	6%	-8%	-9.9%	12%	6%	-5%	-0.2%
9	CC(C)(C)OC(=O)NCC(=O)NCC(=O)OCc1ccccc1	-1%	i	6%	10%	-2.3%	-1.7%	8%	3%	0.5%
10	O=C(Cc1ccccc1)NCCSC1CCCCC1	-2%	i	-4%	6%	-14%	0.8%	1%	2%	0.9%
11	Cc1ccc(S(=O)(=O)c2nc(NCCCn3ccnc3)sc2Cl)cc1	1%	i	3%	-1%	-6.3%	.	6%	-5%	0.9%
12	COC(=O)CNC(=O)C12CC3(C)CC(C)(CC(C)(C3)C1)C2	2%	i	0%	8%	-3.9%	-0.7%	5%	-4%	0.1%
13	NC(=O)CS(=O)(=O)c1ccc(Cl)cc1	-7%	i	0%	5%	-3.1%	-0.6%	-1%	-5%	0.7%
14	Clc1ncn(CCOc2ccccc2)c1Cl	-2%	i	10%	0%	-0.3%	1.8%	-1%	7%	-0.9%
15	C/C=C/CSc1nc2c(c(=O)[nH]c(=O)n2C)n1CCC	-1%	i	-4%	5%	-7.0%	5.5%	-3%	-5%	0.0%
16	COC(=O)c1ccccc1NS(=O)(=O)c1ccc(O)c(C(=O)O)c1	5%	i	-3%	13%	-4.2%	0.5%	6%	36%	0.2%
17	COC(=O)c1cccc(NC(=O)Nc2ccc(Cl)cc2Cl)c1	0%	i	-1%	-5%	.	.	.	2%	-0.7%
18	O=C(O)C(=O)/C(=C\c1ccccc1)c1ccc2ccccc2n1	8%	i	4%	0%	-2.8%	-0.3%	3%	9%	0.0%
19	Cc1ccc(O)c(NC2=C(Cl)C(=O)N(Cc3ccccc3)C2=O)c1	13%	i	-9%	-1%	-4.7%	0.9%	22%	32%	-1.2%
20	N#C/C(=C\c1ccc(C#N)cc1)C(=O)N1CCCC1	0%	i	-1%	-8%	-13%	-3.2%	8%	6%	0.2%
21	CN(C)C(CNC(=O)CCCc1c[nH]c2ccccc12)c1ccco1 (stereo unspecified)	-1%	i	4%	4%	-2.2%	-1.7%	5%	16%	-0.4%
22	Cn1c2ccccc2c2ncn(Cc3ccco3)c(=O)c21	8%	i	3%	11%	-3.7%	0.2%	0%	-1%	-0.2%
23	COc1ccccc1/C=N/Nc1nccnc1Cl	30%	i	7%	-16%	-1.7%	-2.4%	-4%	21%	0.2%
24	O=[N+]([O-])c1cccc(S(=O)(=O)N2CCC(c3nc(-c4ccncc4)no3)CC2)c1	5%	i	0%	-14%	-4.7%	-0.3%	-5%	2%	1.5%
25	O=C(c1ccc2c(=O)n(C3CCCC3)c(=S)[nH]c2c1)N1CCc2ccccc21	5%	i	-2%	-7%	-3.6%	-1.4%	3%	-7%	-1.4%
26	COC(=O)c1cc(NC2c3ccccc3C(=O)N2CCN2CCOCC2)cc(C(=O)OC)c1 (stereo unspecified)	1%	i	-2%	0%	-3.3%	-0.4%	-8%	-6%	0.1%
27	COc1ccc(CN2CCN(C(=O)C3CCN(S(=O)(=O)c4cccs4)CC3)CC2)c(OC)c1OC	-1%	i	2%	0%	-16%	1.8%	13%	-12%	-0.5%
28	COc1ccccc1C(=O)Nc1ccccc1C(=O)N1CCCC1	6%	i	2%	-15%	-2.8%	.	8%	-1%	0.2%
29	Fc1ccc(/C=N/Nc2nc(-c3cccnc3)nc3ccccc23)cc1	-1%	i	-3%	-20%	.	.	.	-4%	0.5%
30	CCc1ccc(C(=O)COC(=O)c2cc([N+](=O)[O-])ccc2NCCO)cc1	6%	i	4%	8%	-4.8%	-0.9%	11%	-6%	-1.6%
31	CCOc1ccc(NS(=O)(=O)c2cc(NC(=O)CCS(=O)(=O)c3ccc(C)cc3)ccc2OC)cc1	7%	i	6%	-6%	-3.6%	-4.0%	-1%	18%	0.0%
32	CCOC(=O)COc1ccc2nsnc2c1Cl	7%	i	-1%	-10%	-4.4%	-1.1%	7%	-24%	0.4%
33	CCOC(=O)c1ccc(NC(=O)CCc2nc(-c3ccc(C)cc3)no2)cc1	-4%	i	4%	6%	-3.5%	.	18%	-2%	0.7%
34	O=C(OCCN1C(=O)c2ccccc2C1=O)c1ccc(S(=O)(=O)N2CCCCCC2)cc1	-2%	i	18%	39%	-1.2%	.	8%	-3%	0.8%
35	COc1ccc(NC(=O)C2Cc3ccccc3C(=O)O2)cc1 (stereo unspecified)	-2%	i	13%	-1%	.	.	.	5%	0.0%
36	C=CCn1c(COc2ccc(Cl)cc2)nnc1SCC(=O)N/N=C/c1cccc(O)c1	6%	i	4%	-9%	-4.2%	0.5%	5%	2%	0.0%

# Structures above that contain an NH in an aromatic ring (3):
No.	smiles	M1AAP inhibition	Yfh1-depleted yeast	Siah-1 displacement	PhoP inhibition	XIAP antagonists	CSM14.1 death rescue	human PMI inhibitors	P. falciparum M17LAP	West Nile antiviral
15	C/C=C/CSc1nc2c(c(=O)[nH]c(=O)n2C)n1CCC	-1%	i	-4%	5%	-7.0%	5.5%	-3%	-5%	0.0%
21	CN(C)C(CNC(=O)CCCc1c[nH]c2ccccc12)c1ccco1 (stereo unspecified)	-1%	i	4%	4%	-2.2%	-1.7%	5%	16%	-0.4%
25	O=C(c1ccc2c(=O)n(C3CCCC3)c(=S)[nH]c2c1)N1CCc2ccccc21	5%	i	-2%	-7%	-3.6%	-1.4%	3%	-7%	-1.4%

# (more compounds)
No.	smiles	M1AAP inhibition	Yfh1-depleted yeast	Siah-1 displacement	PhoP inhibition	XIAP antagonists	CSM14.1 death rescue	human PMI inhibitors	P. falciparum M17LAP	West Nile antiviral
37	CC(=O)Nc1cc(C(C)C)c(O)c(C(C)C)c1	0%	i	2%	-1%	-1.1%	3.1%	7%	-1%	0.2%
38	Cn1cnnc1SCC(=O)c1ccc2c(c1)OCCO2	3%	i	-4%	8%	-2.9%	-1.8%	-7%	9%	0.9%
39	COc1ccc(NC(=O)N2CCC(c3nc4ccccc4[nH]3)CC2)cc1	4%	i	6%	5%	-6.7%	6.0%	34%	12%	0.4%
40	COc1ccc(-c2cc(C(=O)N3CCN(c4ccccn4)CC3)c3ccccc3n2)cc1	-2%	i	2%	4%	-7.6%	-5.4%	19%	2%	0.5%
41	CCOc1ccc(-c2nc(C#N)c(NCc3ccco3)o2)cc1	5%	i	-1%	-10%	-6.2%	-0.9%	11%	2%	0.1%
42	Cc1cccc(C)c1NC(=S)N1CCC(c2ccccc2)C1 (stereo unspecified)	7%	i	5%	0%	-4.8%	-9.5%	-6%	3%	-0.7%
43	CSc1nc2ccccc2c(=O)n1Cc1ccc(F)cc1	7%	i	1%	-5%	-3.7%	-0.3%	16%	-1%	0.1%
44	CCOC(=O)Cn1nnnc1CN(Cc1ccc(OC)cc1)Cc1cc2cc(C)ccc2[nH]c1=O	5%	i	1%	-2%	-3.5%	-3.1%	11%	1%	0.3%
45	Cc1cccc(C2=N/C(=C\c3cccnc3)C(=O)O2)c1	4%	i	2%	-7%	-1.4%	-1.8%	-2%	6%	0.8%
46	COc1ccc(S(=O)(=O)Nc2ccccc2C(=O)NCc2ccco2)cc1Br	12%	i	0%	-1%	-2.8%	1.1%	-10%	28%	0.0%
47	O=C(NC1CC2CCC1C2)c1ccc(CN2CCOCC2)cc1 (stereo unspecified)	-5%	i	1%	0%	-6.7%	.	4%	10%	-0.1%
48	COc1ccc(CC(=O)Nc2ccc(S(=O)(=O)Nc3ncccn3)cc2)cc1	0%	i	1%	-4%	-5.8%	5.4%	-4%	-15%	0.3%
49	CN1CCN(C(=O)c2cc(COc3c(F)cccc3F)on2)CC1c1ccccc1 (stereo unspecified)	3%	i	-3%	2%	-5.1%	-1.3%	.	-8%	-1.1%
50	Cc1ccc(S(=O)(=O)NC(CC(=O)O)c2ccco2)cc1 (stereo unspecified)	-9%	i	1%	25%	-0.7%	-1.5%	1%	-13%	0.3%
51	C=CCNC(=S)NNC(=O)c1ccc(=O)n(Cc2ccc(Cl)cc2Cl)c1	7%	i	6%	-3%	-3.4%	-1.0%	-18%	3%	-1.4%
52	N=c1n(CC(=O)c2ccc(Br)s2)c2ccccc2n1Cc1ccccc1	5%	i	-5%	68µM*	.	.	.	0%	-0.2%
53	O=C(O)Cc1csc2ccccc12	5%	i	5%	-23%	-5.6%	2.3%	-5%	3%	0.0%
54	Cc1noc(C)c1C(=O)NNc1cc(Cl)ccc1Cl	-1%	i	-1%	-4%	.	.	.	-7%	-0.5%
55	CNC(=O)CC1C(=O)N(C)C(=S)N1NC(=O)c1ccccc1 (stereo unspecified)	5%	i	-1%	-6%	.	.	.	-1%	0.2%
56	Cc1ccc(N2C(=O)NC(NC(=O)C(C)(C)C)(C(F)(F)F)C2=O)cc1 (stereo unspecified)	8%	i	0%	5%	14%	2.0%	5%	1%	-0.3%
57	CCOC(=O)N1CCN(C(=O)c2cc3c(s2)-c2ccccc2OC3)CC1	21%	i	-2%	-5%	-1.8%	0.1%	-3%	-12%	-0.2%
58	COc1ccc(Oc2cccc(Cl)c2CNC(=O)CCCC(=O)O)cc1	3%	i	0%	-11%	.	.	.	-3%	0.4%

# Just M1AAP inhibition, for some of the entries so far:
No.	SMILES	M1AAP inhibition
55	CNC(=O)CC1C(=O)N(C)C(=S)N1NC(=O)c1ccccc1 (stereo unspecified)	5%
56	Cc1ccc(N2C(=O)NC(NC(=O)C(C)(C)C)(C(F)(F)F)C2=O)cc1 (stereo unspecified)	8%
57	CCOC(=O)N1CCN(C(=O)c2cc3c(s2)-c2ccccc2OC3)CC1	21%
